# High-throughput results deposited in PubChem by National Center for Advancing Translational Sciences (NCATS).
# HepG2 viability – counter-screen for TGF-b inhibitors: cytotoxicity in HepG2 cells. HepG2 CAGA-GFP viability, ATP luminescence, 18 h. Potency, µM (titrated, usually from 46.1 µM), without a hit: top-dose activity change, negative = cytotoxicity, actives largely listed as cytotoxic. 410,000 compounds, 0.76% hits. AID 588856; note: some results filed as inactive show a strong effect at the top dose
#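 HepG2 CAGA-GFP cells (1000/well, DMEM with 1% FBS) received compound, then TGF-beta at 500 pg/mL final, and were incubated 18 hours at 37 degrees C. Viability was read by CellTiter-Glo luminescence. Media-only wells were set as complete cell-killing and DMSO as no toxicity.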
# A549 viability – A549 cytotoxicity, counter-screen for Nrf2 inhibitors; Potency, µM (highest dose often 46 µM), inactives show at the top dose activity change, negative = cytotoxicity, actives largely listed as inhibitors; 390,000 compounds, 0.16% hits; AID 504648; A549 ARE-Fluc cells, CellTiter-Fluor viability, 18-24 h; note: % is set by controls: 0 for no effect and ±100 for the full control effect
#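 Cytotoxicity counterscreen: CellTiter-Fluor fluorescence was measured in A549 ARE_Fluc cells after 18-24 h of compound exposure in a concentration series. The subsequent BugLite luminescent read reports ARE-luciferase activity.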
# Nrf2 inh – blocks Nrf2 signaling; A549 ARE-Fluc reporter, luciferase luminescence, 18-24 h; Potency, µM (series often up to 46 µM), for inactives: at the top dose activity change, negative = inhibition, most hits filed as inhibitors; 360,000 compounds, 2.1% hits; note: % is set by controls: 0 for no effect and ±100 for the full control effect; nearly all actives have a fitted effect of over 60% in size
#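 Nrf2 activity is the BugLite luminescence, read 15 min after reagent at room temperature, following CellTiter-Fluor cytotoxicity readout (30 min, 37C). Compound titrations were applied for 18-24 h to 5000 A549 ARE_Fluc cells/well in 5% FBS OPTI-MEM.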
# TGFb inhibitor – inhibitors of TGF-b signaling | HepG2 CAGA-GFP TGF-b/SMAD3 reporter, GFP fluorescence, 18 h; TGF-beta stimulated, 500 pg/mL final | Potency, µM (series often up to 46.1 µM), for the others: at the top dose activity, negative = inhibition, usual class: inhibitors | 410,000 compounds, 1.2% hits; note: % is set by controls: 0 for no effect and ±100 for the full control effect; nearly all actives have a fitted effect of over 65% in size
#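 Per well, imaged GFP fluorescence of HEPG2 CAGA-GFP cells gives the signal; cells get compound, then TGF-beta (500 pg/mL final), 18 h at 37 degrees C; %Activity versus -TGF-beta and +DMSO controls.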
# Nrf2 activator – Nrf2 pathway activation; AREc32 ARE-luciferase reporter (MCF7-derived line), luminescence, 24 h; Potency, µM (titrated, usually from 46.1 µM), without a hit: at the top dose activation, usual class: activators; 410,000 compounds, 0.31% hits; AID 624171; note: % of control where 0% means no effect; nearly all actives have a fitted effect of over 65% in size
#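 For detection, Steady-Glo was added and plates sat 30 min at RT; before that, AREc32_Fluc cells grown overnight in OPTI-MEM/5% FBS had been treated with 23 nL compound for 24 hr at 37 deg C.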
# ATXN2 expr inh – reduces ATXN2 reporter expression in HEK-293 cells. HEK-293 ATXN2-luciferase reporter, luminescence, 24 h. Potency, µM (titrated, usually from 57 µM), inactives show at the top dose activity change, negative = inhibition, most hits filed as inhibitors. 360,000 compounds, 0.72% hits. AID 1745845; note: % is set by controls: 0 for no effect and ±100 for the full control effect; nearly all actives have a fitted effect of over 55% in size
#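 qHTS (up to 57 uM final) was run with 24 h compound exposure of reporter cells at 37 °C. Each well was multiplexed: SteadyGlo luminescence measured ATXN2-luciferase expression after a fluorogenic Gly-Phe-AFC viability readout (25 uM final).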
# EPAC2 antagonist – blocks human EPAC2 exchange factor; 360,000 compounds, 0.18% hits; EPAC2 GEF exchange of Rap1B-BODIPY-GDP, fluorescence; AID 720708; Potency, µM (titrated, usually from 114 µM), for the others: at the highest dose activity, negative = inhibition, usual class: inhibitors; note: % is set by controls: 0 for no effect and ±100 for the full control effect; nearly all actives have a fitted effect of over 45% in size; many of its hits are not listed in these tables
# Target sequence (Q8WZA2 whole entry, looked up): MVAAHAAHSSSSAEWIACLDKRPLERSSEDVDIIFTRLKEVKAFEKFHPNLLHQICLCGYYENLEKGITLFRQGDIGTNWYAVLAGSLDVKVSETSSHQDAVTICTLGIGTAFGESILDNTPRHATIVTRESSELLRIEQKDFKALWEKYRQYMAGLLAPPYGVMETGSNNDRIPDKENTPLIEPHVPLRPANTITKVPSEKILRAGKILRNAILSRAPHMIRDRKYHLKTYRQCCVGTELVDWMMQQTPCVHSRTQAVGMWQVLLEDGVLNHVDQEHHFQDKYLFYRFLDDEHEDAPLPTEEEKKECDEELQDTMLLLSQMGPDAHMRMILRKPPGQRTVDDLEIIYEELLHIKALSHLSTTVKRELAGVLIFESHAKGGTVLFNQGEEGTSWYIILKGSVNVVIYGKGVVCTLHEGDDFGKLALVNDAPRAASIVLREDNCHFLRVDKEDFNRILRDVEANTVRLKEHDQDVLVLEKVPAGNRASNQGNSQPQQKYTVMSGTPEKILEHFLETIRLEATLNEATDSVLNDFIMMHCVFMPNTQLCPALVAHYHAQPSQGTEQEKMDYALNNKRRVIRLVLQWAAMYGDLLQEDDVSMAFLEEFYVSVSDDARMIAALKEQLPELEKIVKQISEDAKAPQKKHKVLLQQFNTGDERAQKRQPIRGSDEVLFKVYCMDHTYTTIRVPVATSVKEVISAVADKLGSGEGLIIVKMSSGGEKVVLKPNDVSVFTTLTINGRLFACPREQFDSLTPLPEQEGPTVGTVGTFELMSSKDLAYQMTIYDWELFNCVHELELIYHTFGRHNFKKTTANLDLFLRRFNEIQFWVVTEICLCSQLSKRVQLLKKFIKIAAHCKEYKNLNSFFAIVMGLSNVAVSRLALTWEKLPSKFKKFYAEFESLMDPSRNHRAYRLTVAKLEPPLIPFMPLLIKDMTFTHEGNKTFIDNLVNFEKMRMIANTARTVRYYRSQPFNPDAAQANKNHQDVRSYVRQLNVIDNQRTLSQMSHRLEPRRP
# MCF10A rereplic – induces DNA re-replication in MCF 10a normal breast cells | MCF 10A DNA re-replication, Hoechst nuclear intensity, 48 h | Potency, µM (series often up to 46.1 µM), inactives show top-dose activity, positive = re-replication, usual class: activators | 350,000 compounds, 2.9% hits; note: % of control where 0% means no effect; nearly all actives have a fitted effect of over 50% in size
# ATXN viability – cell viability loss in ATXN counter-screen. S2 cells (HEK-293 line with an ATXN2-luciferase reporter) viability, CellTiter-Fluor protease fluorescence, 24 h. Potency, µM (doses to about 56.7 µM), most hits filed as cytotoxic. 400,000 compounds, 0.49% hits; note: nearly all actives have a fitted effect of over 40% in size
# * = called active by the depositor; i = inactive; ? = inconclusive; nt = no result given; & = joins results of further samples; [ ] = dose if it differs, or a comment. Calls come from the whole dose curve; as a rule, active = well fitted curve in the direction sought with a large enough effect; inconclusive = small, poorly fitted or top-dose-only effect, or another doubt; inactive = no such curve, though single readings can be large; an effect the other way counts as inactive or inconclusive. Potency is the fitted concentration of half-maximal effect. These rows are one share of the data (hit frequency here may not be typical).
SMILES,HepG2 viability,A549 viability,Nrf2 inh,TGFb inhibitor,Nrf2 activator,ATXN2 expr inh,EPAC2 antagonist,MCF10A rereplic,ATXN viability
N#Cc1cc(NC2CCCC2)c([N+](=O)[O-])cc1C#N,-27%,-13%,?,-8%,11%,-18%,2%,?,?
CC1CCCCC1NC(=O)COC(=O)c1c2c(nc3ccccc13)/C(=C\c1ccco1)CC2 (configuration not stated),-7%,-24%,-1%,-12%,20%,9%,-2%,18µM*,nt
CCOC(=O)c1c(C)oc2nc(C)nc(NCc3ccc(Cl)cc3)c12,-4%,3%,33%,-3%,0.5%,2%,nt,nt,i
CCOC(=O)N1CCN(Cc2nc3c(c(=O)n(C)c(=O)n3C)n2Cc2cccc(C)c2)CC1,3%,5%,-5%,39%[activator],-0.5%,-2%,2%,-181%[0.0737 µM],i
CNc1nc(Oc2cccc(NC(C)=O)c2)c2sccc2n1,-7%,nt,nt,14%,3.3%,-1%,-2%,nt,i
Cc1cccc(NS(=O)(=O)c2cccc(C(=O)NNC(=O)c3ccccc3O)c2)c1,-1%,4%,-8%,-29%,0.3%,?,-13%,-8%,?
CCOC(=O)CCCc1ccc(/C(C)=N/NC(=S)NC)cc1,-9%,0%,-24%,-9%,2.5%,nt,-11%,8%,?
CN(C1CCCCC1)S(=O)(=O)c1ccc(-n2cnnn2)cc1,-12%,-2%,-20%,-19%,-0.3%,nt,0%,0%,nt
FCCCOc1ccc(-c2ccnc(-c3ccccc3)n2)cc1,-1%,10%,nt,22%,8.0%,44%[activator],-5%,?,i
C=CCOc1nc(N(C)C)nc(N(C)C)n1,0%,6%,-6%,22%,0.1%,-7%,1%,-6%,i
C/C(=N\NC(=O)CN(c1ccccc1)S(C)(=O)=O)c1ccccc1O,-36%,-2%,-27%,-14%,-1.7%,?,2%,-1%,i
COc1c(C(=O)NNC(=O)c2ccccc2Cl)csc1Br,5%,1%,?,28%,1.8%,33%[activator],-2%,-1%,i
Cc1ccc(CN2CCN(Cc3ccc(O)cc3)CC2CCO)o1 (configuration not stated),-20%,2%,0%,4%,2.3%,-2%,-4%,2%,i
COC(=O)c1cc(S(=O)(=O)NCC2CCN(Cc3ccc(C)cc3)CC2)cn1C,-4%&-21%,-1%&13%,?,-20%&-23%,0.1%&-0.9%,-4%,3%,0%,i
O=C1N[C@@H](Cc2ccccc2)C(=O)N2[C@@H]1C[C@@]1(Br)c3ccccc3N(S(=O)(=O)c3ccccc3)[C@@H]21,-2%,-6%,14%,?,0.3%,5%,-3%,-1%,i
O=C(CCS(=O)(=O)c1ccccc1)N1CCN(c2ccc(F)cc2)CC1,-82%,11%,17%,-13%,-0.3%,16%,4%,3%,i
COCc1cc(/C=N\NC(=O)Cc2ccc(Cl)cc2)ccc1OC,-70%,3%,-5%,4%,-0.8%,-5%,-3%,4%,i
CCn1c(SCC(=O)N2CCCCCC2)nc2c(c1=O)SCC2,-16%,?,?,7%,-0.6%,-3%,6%,-4%,i
COc1cccc(/C=N/N2CCN(c3ccccc3OC)CC2)c1,4%,-10%,20%,-25%,-0.7%,21%,-1%,-2%,i
CN1C(=O)[C@H]2[C@@H](/C=C/c3ccccc3)N3C(=O)CN(Cc4ccccn4)C(=O)[C@@]3(Cc3ccccc3)[C@H]2C1=O,-2%,2%,-5%,2%,4.4%,2%,4%,-12%,i
O=C(N/N=C1\CCCc2ccccc21)c1ccccc1Cl,-12%,1%,?,-13%,3.2%,37%[activator],-11%,5%,i
CCOC(=O)[C@@H]1[C@H]2COc3cc(OC)ccc3[C@H]2N2C(=O)N(c3ccc(Br)cc3)C(=O)[C@]12C,-27%,-4%,0%,-2%,1.7%,5%,-1%,1%,i
CSc1cc(-c2ccncc2)nc(-c2ccc(Cl)cc2)c1,-40%,4%,?,-22%,-0.8%,-11%,-2%,10%,i
CCCCN(C(=O)CNC(=O)c1ccco1)C(C(=O)NC1CCCCC1)c1ccc(OC)cc1OC (configuration not stated),-2%,-4%,-7%,-20%,-0.6%,-14%,3%,0%,i
Cc1ccc(C(=O)Nc2nc(-c3cc(Cl)sc3Cl)cs2)cc1,-3%,-28%,?,1%,11%,?,7%,26µM*,?
Cc1oc(-c2ccc(Cl)cc2)cc1C(=O)NC1CCN(Cc2ccccc2)CC1,-45%,-17%,1%,-19%,-0.2%,-36%,-6%,-7%,i
CC(C)N(Cc1ccccc1)S(=O)(=O)c1cccs1,9%,1%,-7%,-4%,0.0%,nt,-27%,0%,i
Cc1ccc(C(=O)O/N=C/c2ccc(N(C)C)cc2)cc1,14%,-2%,9%,-1%,-0.3%,30%,6%,-4%,?
O=C(CN1C(=O)CCSc2ccc(S(=O)(=O)N3CCOCC3)cc21)Nc1ccccc1Cl,-34%,1%,-22%,-2%,0.1%,6%,0%,17%,i
Cc1ccc(S(=O)(=O)/N=C(/Nc2ccc(O)c(C(=O)O)c2)c2ccccc2)cc1,14%,2%,-5%,5%,-1.0%,7%,2%,-1%,i

# Record cards, as listed above. Order of values: HepG2 viability, A549 viability, Nrf2 inh, TGFb inhibitor, Nrf2 activator, ATXN2 expr inh, EPAC2 antagonist, MCF10A rereplic, ATXN viability
# Shown for `Cc1ccc(C(=O)Nc2nc(-c3cc(Cl)sc3Cl)cs2)cc1` = -3%, -28%, ?, 1%, 11%, ?, 7%, 26µM*, ?
# Shown for `O=C(CCS(=O)(=O)c1ccccc1)N1CCN(c2ccc(F)cc2)CC1` = -82%, 11%, 17%, -13%, -0.3%, 16%, 4%, 3%, i

# Carrying on:
SMILES,HepG2 viability,A549 viability,Nrf2 inh,TGFb inhibitor,Nrf2 activator,ATXN2 expr inh,EPAC2 antagonist,MCF10A rereplic,ATXN viability
C/C(=N\NC(=O)CC#N)c1ccc(Oc2ccccc2)cc1,-10%,2%,?,4%,3.6%,nt,2%,?,i
O=C(Nc1ccc2nn(-c3ccc(Cl)cc3)nc2c1)c1cc2ccccc2o1,6%,2%,5%,-3%,5.8%,nt,nt,nt,nt
O=C(c1cc2ccccc2o1)N1CC=C(c2ccccc2)CC1,-75%,3%,9%,-1%,0.1%,9%,-7%,15%,i
CC(C)c1ccccc1NC(=O)C1CCCN(C(=O)c2ccc(Cl)cc2)C1 (configuration not stated),-19%,-7%,-17%,-23%,-0.1%,-3%,-7%,13%,i
C/C=C(\C)C(=O)NCCN1C2=NC[C@@H](Cc3ccccc3)N2C[C@H]1Cc1ccc(O)cc1,9%,3%,5%,-14%,0.5%,10%,-4%,-5%,i
COc1cc(NC(=O)C2CCN(S(=O)(=O)c3ccc(N4CCCC4=O)cc3)CC2)cc(OC)c1,-3%,-1%,-9%,-2%,-1.9%,2%,0%,9%,i
O=C(c1cc(F)c(F)cc1Cl)N1CCN(CCc2ccccc2)CC1,-3%,4%,-22%,3%,-0.4%[9.22 µM],-24%,-5%,1%,i
O=C(CN1CCCC1)Nc1ccc(Oc2ccc(NC(=O)CN3CCCC3)cc2)cc1,-49%,-30%,11%,-1%,0.0%,24%,7%,10%,i
O=C1CC[C@H](N2C(=O)c3ccccc3C2=O)C(=O)N1,-14%,-8%,7%,30%,-0.9%,2%,15%,-39%[inhibitor],i
Cc1nc2ccc(Br)cc2c2c1CC(CBr)O2 (configuration not stated),0%,0%,?,3%,-0.3%,-19%,?,7%,i
CN(/N=C/c1cc(Cl)ccc1O)C1=NS(=O)(=O)c2ccccc21,-18%,0%,1%,-29%,-0.3%,2%,29%,17%,i
CC(=O)N(Cc1ccc(F)cc1)C1=C(NCc2ccccc2)C(=O)c2ccccc2C1=O,3.2µM*,10µM*,6.3µM*,6.3µM*,-2.5%,11µM*,-2%,?,22µM*
S=C(NCCc1ccc(Cl)cc1)NCc1ccco1,3%,-4%,0%,-23%,2.3%,-32%,-5%,?,i
CCOCCCNC(C(=O)Nc1ccc(OC)c(Cl)c1)c1ccccc1 (configuration not stated),-13%,-2%,-34%,-11%,-0.3%,nt,-27%,-5%,i
COc1ccc(-c2cc3n(n2)CCc2nc4ccccc4n2-3)cc1,-29%,0%,21%,10%,8.5%,20%,1%,249%[0.0737 µM],i
COc1ccc(CCNc2ncnc3c2c(-c2ccccc2)cn3-c2cccc(Cl)c2)cc1OC,-30%,-12%,nt,-15%,7.5%,nt,nt,nt,nt
CC(Oc1ccc2c3c(c(=O)oc2c1)CCCC3)C(=O)NCCCn1ccnc1 (configuration not stated),3%,1%,-7%,15%,-0.8%,2%,0%,12%,i
CCOC(=O)C(CC)(CC)/C(C)=N/NC(=O)CC#N,-6%,-1%,4%,6%,-0.8%,-2%,8%,-7%,i
CCOC(=O)c1[nH]c(C)c(CCC(=O)Nc2c(C)cc(C)cc2C)c1C,-2%,15%,nt,8%,-0.8%,4%,nt,nt,i
CCOC(=O)c1ccc(NC(=O)c2c(N)n(C)c(=O)[nH]c2=O)cc1,5%,-2%,-12%,-19%,0.4%,22%,-11%,4%,i
CC(C)C(=O)Nc1csc(C(F)(F)F)c1-c1ccccc1,14%,0%,3%,5%,0.2%,nt,3%,-2%,i
O=C(Nc1ccccc1Cl)NC1(C(=O)NCC2CCCO2)CCCCC1 (configuration not stated),2%,-16%,-10%,3%,0.2%,0%,1%,-4%,i
CCOc1ccc(-n2nc(C(=O)NCCOC)c3ccccc3c2=O)cc1,9%,5%,26%,13%,-0.7%,1%,-8%,13%,i
CCN(CC)CCNC(=O)c1c(O)c2cc(OC)c(OC)cc2[nH]c1=O,-66%,7%,-2%,-1%,1.5%,-1%,-5%,8%,i
Cc1cc(OC(=O)c2ccc(Cl)cc2Cl)nc(C)n1,0%,-6%,-15%,-20%,0.0%,nt,4%,1%,nt
COc1cccc(CC(=O)Nc2cccc3ccccc23)c1,-153%,1%,0%,-13%,0.1%,4%,5%,-13%,i
Cc1ccccc1NC(=O)CSc1nnc(-c2ccccn2)o1,-73%,1%,16%,1%,1.5%,9%,4%,6%,i
Clc1ccc(-c2csc3ncnc(Cl)c23)cc1,-1%,3%,7%,-2%,?,-23%,-5%,18µM*,i
CC(=O)N1CCN(c2nc3cc4c(cc3nc2NS(=O)(=O)c2ccccc2)OCCO4)CC1,-17%,-12%,-10%,-7%,-0.4%,-6%,8%,0%,?
